CHRM5 PAM = human M5 muscarinic receptor positive allosteric modulators, primary screen, CHO-K1 cells, Fluo-8 calcium fluorescence. CHO-K1 hM5, ACh EC20 PAM; 0% = ACh EC20, 100% = ACh EC100. activation, % at 3 µM. Muscarinic acetylcholine receptor M5 (Homo sapiens), P08912. 360,000 tested, 0.3% active;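 active = activation above the run cutoff, the mean activation of all test compounds plus 3 SD, cut at about 18% in these data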
Target sequence (P08912 whole entry, looked up): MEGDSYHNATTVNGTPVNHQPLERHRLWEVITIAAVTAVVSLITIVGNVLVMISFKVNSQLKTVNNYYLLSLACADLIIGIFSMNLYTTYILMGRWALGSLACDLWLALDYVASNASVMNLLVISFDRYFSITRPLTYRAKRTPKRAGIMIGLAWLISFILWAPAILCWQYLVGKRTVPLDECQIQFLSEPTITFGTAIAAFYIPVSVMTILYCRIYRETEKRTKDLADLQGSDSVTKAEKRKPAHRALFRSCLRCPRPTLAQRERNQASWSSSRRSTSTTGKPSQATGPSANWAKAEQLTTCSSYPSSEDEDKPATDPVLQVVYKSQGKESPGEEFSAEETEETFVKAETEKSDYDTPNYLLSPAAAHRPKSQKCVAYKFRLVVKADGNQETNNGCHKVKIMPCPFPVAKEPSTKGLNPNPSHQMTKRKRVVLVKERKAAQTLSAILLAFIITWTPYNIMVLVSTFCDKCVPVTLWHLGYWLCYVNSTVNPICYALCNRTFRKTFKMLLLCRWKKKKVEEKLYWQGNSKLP
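System – CHO-K1 hM5 cells · Compound – 3 µM, single dose · Incubation – compound preincubation 140 s before EC20 acetylcholine addition · Technique – Fluo-8 calcium fluorescence · Measure – Max/basal fluorescence ratio as % of EC20–EC100 ACh window · Benchmarks – low control EC20 acetylcholine (0%), high control EC100 acetylcholine (100%) · Replication – singlicate, one well per test compound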
CHRM5 antagonist = human M5 muscarinic receptor antagonists, primary screen, CHO cells, Fluo-8 calcium fluorescence | AID 624040, 2012 | 360,000 tested, 0.59% active | CHO-hM5 cells, ACh EC80 | inhibition, % at 3 µM | Muscarinic acetylcholine receptor M5 (Homo sapiens), P08912;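 active = inhibition above a per-plate cutoff, the mean of that plate's test compounds plus 3 SD, cut at about 27% in these data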;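 also: 0% = acetylcholine EC80 with DMSO and 100% = DMSO without agonist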
CHRM1 PAM = human M1 muscarinic receptor positive allosteric modulators, primary screen, CHO-K1 cells, Fluo-8 calcium fluorescence, 1536-well | activation, % at 3 µM | CHO-K1 hM1, ACh EC20; 0% = ACh EC20, 100% = maximal ACh | 360,000 tested, 0.088% active | Muscarinic acetylcholine receptor M1 (Homo sapiens), P11229; in the data active = activation above about 19%, passing the limit was not always enough
Target sequence (P11229 whole entry, looked up): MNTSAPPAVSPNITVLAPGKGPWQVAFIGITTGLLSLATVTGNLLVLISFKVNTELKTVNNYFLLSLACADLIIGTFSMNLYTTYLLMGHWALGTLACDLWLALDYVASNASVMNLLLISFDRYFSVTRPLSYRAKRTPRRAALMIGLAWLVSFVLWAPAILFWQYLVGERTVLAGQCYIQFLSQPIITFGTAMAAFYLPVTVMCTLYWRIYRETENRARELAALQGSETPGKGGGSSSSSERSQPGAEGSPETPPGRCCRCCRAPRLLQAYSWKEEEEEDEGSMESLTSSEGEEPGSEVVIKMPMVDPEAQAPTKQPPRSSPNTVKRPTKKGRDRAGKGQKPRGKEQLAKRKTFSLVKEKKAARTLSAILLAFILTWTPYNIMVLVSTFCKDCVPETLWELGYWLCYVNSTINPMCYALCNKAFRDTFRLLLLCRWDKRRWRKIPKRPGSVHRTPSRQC
M4 ag = human M4 muscarinic receptor agonists, primary screen, CHO-K1 cells, Fluo-8 calcium fluorescence; Muscarinic acetylcholine receptor M4 (Homo sapiens), P08173; CHO-K1 hM4/Gqi5; vehicle 0%, full acetylcholine response 100%; activation, % at 3 µM; 360,000 tested, 0.14% active; AID 624127, 2012;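 active = activation above the run mean over all test wells plus 3 SD, cut at about 32% in these data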;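 also: peak over basal fluorescence ratio per well then scaled between controls; 0% = DMSO wells and 100% = acetylcholine at EC100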
M4 PAM = human M4 muscarinic receptor positive allosteric modulators, primary screen, CHO-K1 cells, Fluo-8 calcium fluorescence; Muscarinic acetylcholine receptor M4 (Homo sapiens), P08173; CHO-K1 hM4/Gqi5, ACh EC20; 0% = ACh EC20, 100% = maximal ACh; activation, % at 3 µM; 360,000 tested, 0.4% active; AID 624126, 2012;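 active = activation above its plate's cutoff, the mean activation of sample wells plus 3 SD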; also: some results filed as inactive read as strong as hits
CRFBP-R2 agonist = agonists of CRF-BP/CRF-R2 complex, primary screen, cell-based, HEK293, calcium dye fluorescence, uHTS; calcium dye fluorescence (FLIPR); percent of saturating CRF peptide response; 350,000 tested, 0.46% active; CRF-binding protein / CRF receptor 2 complex (human); activation, % at 13.2 µM;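 active = activation of at least 50%, plus an integration ratio under a set limit after plate pattern correction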;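 also: plate controls were neutral control wells without compound for no effect and CRF at EC100 for full effect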
CHRM4 antagonist = human M4 muscarinic receptor antagonists, primary screen, CHO cells, Fluo-8 calcium fluorescence; inhibition, % at 3 µM; CHO-hM4 cells, ACh EC80; Muscarinic acetylcholine receptor M4 (Homo sapiens), P08173; 360,000 tested, 0.73% active;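 active = inhibition above its plate's cutoff, the mean inhibition of sample wells plus 3 SD, cut at about 27% in these data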;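 also: 0% = acetylcholine EC80 with DMSO and 100% = DMSO without agonist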
CRFR2-BP antag = antagonists of CRF-BP/CRF-R2 complex, primary screen, cell-based, HEK293, calcium dye fluorescence, uHTS | CRF-induced calcium fluorescence | inhibition, % at 11.8 µM | 350,000 tested, 0.59% active;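 active = inhibition of the ligand-induced calcium signal above about 50% at the single tested concentration, limit read from the data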
M5 ag = human M5 muscarinic receptor agonists, primary screen, CHO-K1 cells, Fluo-8 calcium fluorescence; Muscarinic acetylcholine receptor M5 (Homo sapiens), P08912; CHO-K1 hM5 cells; 0% DMSO wells, 100% maximal acetylcholine response; activation, % at 3 µM; 360,000 tested, 0.19% active; AID 624037, 2012;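 active = activation above the run's mean over test compounds plus 3 SD, cut at about 23% in these data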;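 also: signal is peak over basal fluorescence ratio across the kinetic read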
An asterisk follows results filed as active; . = no result given.

CRFR2-BP antag | M4 PAM | CHRM5 antagonist | CRFBP-R2 agonist | CHRM4 antagonist | CHRM1 PAM | M5 ag | M4 ag | CHRM5 PAM | canonical_smiles
0 | 9 | -5 | -2.5 | -6 | 2 | 0 | 1 | -3 | CC(C)CC(=O)Nc1ccnn1C1CCN(C(=O)c2ccc(Cl)cc2F)CC1
6 | 10 | 3 | -0.6 | -6 | 15 | 0 | 1 | -5 | CCOC(=O)c1c(CC(C)C)csc1NC(=O)COC(=O)c1cnc(C)cn1
14 | -1 | 3 | -2.6 | -4 | 5 | -2 | 1 | 7 | O=C(O)c1cc([N+](=O)[O-])ccc1C(=O)Nc1cccc([N+](=O)[O-])c1
11 | 6 | -5 | -0.9 | 6 | 6 | 1 | 0 | 6 | Cc1cccc(NC(=O)N2CCC(NC(=O)c3ccco3)CC2)c1
6 | -8 | 7 | -0.4 | -8 | -6 | -4 | 0 | 3 | CN(C)c1cc[n+](CC(=O)Nc2cccc([N+](=O)[O-])c2)cc1
0 | 13 | -4 | -1.0 | -9 | 4 | -6 | 2 | 4 | O=S(=O)(NCCCc1ccccc1)c1ccccc1
-1 | -1 | -2 | -6.2 | -5 | 9 | 3 | 9 | -9 | O=C(C1=C[C@@H](c2coc3ccccc3c2=O)C[C@@H](OCCCCO)O1)N1CCN(Cc2ccccc2)CC1
-12 | -5 | -17 | -1.0 | 8 | 9 | -2 | 1 | 16 | Cc1nn(C(C)(C)C)c(NC(=O)c2ccc(Cl)cc2)c1Br
-17 | 4 | 5 | 0.2 | -11 | 16 | -2 | 4 | 3 | Cc1cccc(N(C(=O)c2snc(C(N)=O)c2N)C(C(=O)NCC2CCCO2)c2c[nH]c3ccccc23)c1 (stereo not drawn)
-5 | 1 | -2 | -4.2 | 2 | 3 | -2 | 1 | 0 | Cc1ccc(NC(=O)COC(=O)c2cc(Cl)ccc2[N+](=O)[O-])c(C)c1
-2 | 6 | -9 | -0.5 | 5 | 4 | -1 | 0 | -2 | COC(=O)[C@H](Cc1ccccc1)NC(=O)N1CCCCC1C (stereo partly drawn)
9 | 1 | 7 | 0.0 | 0 | 6 | 0 | 2 | -5 | CC(=O)Nc1cccc(NC(=O)Nc2ccc(F)cc2F)c1
11 | 9 | 9 | 3.8 | -1 | 0 | -1 | 1 | -5 | Cc1ccc(-n2c(SCC(N)=O)nnc2-c2ccccn2)cc1C
9 | -4 | 4 | -0.8 | 3 | 11 | -3 | 1 | 2 | COc1ccc(CNC(=O)COC(=O)Cc2ccc(Cl)cc2Cl)cc1
2 | 7 | 5 | 0.2 | -12 | 8 | 3 | 0 | 9 | Cc1ccc(NC(=S)NC(=O)c2cccs2)cc1F
. | 3 | 7 | . | -3 | . | -6 | 2 | -10 | CCN1CCN(C(c2ccccc2)c2nnnn2C(C)(C)C)CC1 (stereo not drawn)
12 | 3 | -4 | -0.5 | -3 | 4 | -5 | 2 | -1 | COC(=O)c1ccc(NC(=O)N(c2ccccc2)c2ccccc2)cc1
4 | -6 | 12 | 9.5 | 10 | 7 | -1 | 0 | 1 | O=C(NC(C(=O)N/N=C/c1cc([N+](=O)[O-])ccc1O)c1n[nH]c(=O)c2ccccc12)c1ccccc1 (stereo not drawn)
. | 3 | -9 | . | -16 | 10 | -1 | 1 | 3 | CCOC(=O)C1(C)CCCCN1C(=O)c1ccc(N(C)C)cc1 (stereo not drawn)
5 | 0 | -2 | 0.1 | -14 | 2 | -14 | 3 | -2 | COC(=O)c1sc(=S)n(Cc2ccccc2)c1C

CRFR2-BP antag | M4 PAM | CHRM5 antagonist | CRFBP-R2 agonist | CHRM4 antagonist | CHRM1 PAM | M5 ag | M4 ag | CHRM5 PAM | canonical_smiles
-16 | -2 | 1 | 3.1 | 9 | 11 | 0 | 1 | 5 | C[C@@H]1CN(C(=O)c2nc3ccc(Cl)cn3c2CNCC[C@@H]2C[C@@H]3C=C[C@H]2C3)C[C@H](C)O1
3 | 1 | 8 | 0.2 | -12 | -3 | 0 | 7 | -6 | Cc1cc2occ(CC(=O)N(C)CC(=O)Nc3cccc(F)c3)c2cc1C
11 | 3 | 9 | -0.4 | -2 | 7 | -2 | 1 | 7 | CC[C@H](C)C(N)c1cn(C(CCCN=C(N)N)C(=O)N2CCNCC2)nn1 (stereo partly drawn)
43 | 13 | 2 | 8.1 | -14 | 9 | 1 | 0 | 6 | O=C(NN1C(=O)NC2(CCCCC2)C1=O)c1cccs1
8 | -3 | 3 | -0.5 | 20 | -4 | -1 | 1 | -3 | c1ccc(-c2nnnc3ccccc23)cc1
-12 | -7 | 2 | -0.7 | 4 | 2 | -1 | 0 | -2 | CCOC(=O)Cn1cc(/C=C(/C#N)C(=O)NC(C)C)c2ccccc21
3 | 8 | 1 | -1.1 | -9 | -3 | 1 | 3 | 10 | O=C(/C=C/c1cccs1)NNC(=O)c1cccc([N+](=O)[O-])c1
1 | -11 | 17 | -0.1 | 1 | -2 | -3 | 9 | -8 | CN(CCCC(=O)Nc1ccc(OC(F)F)cc1)S(=O)(=O)c1ccc(F)cc1
-13 | 3 | -3 | 2.7 | -3 | 5 | -5 | 1 | 8 | O=C1CN(C(=O)c2ccccn2)c2ccccc2N1
8 | 7 | 0 | 0.6 | 12 | 0 | -3 | 0 | 0 | CO/C=C/C#CC1(O)CCN(C)CC1
0 | 2 | -4 | -0.9 | -10 | 15 | -2 | 0 | -3 | COC(=O)C1CCN(C(=O)Cn2nnc(-c3ccccc3)n2)CC1
2 | 4 | 6 | 1.2 | 0 | 8 | 0 | 0 | 0 | CCN(C(=O)CN1CCOCC1)C1(C)C(=O)c2ccccc2C1=O
-5 | 5 | 6 | 0.0 | -6 | 7 | 5 | 5 | -1 | CC(=O)c1ccc(NC(=O)COC(=O)C2CC3C=CC2C3)cc1 (stereo not drawn)
-3 | 1 | 5 | 6.2 | -5 | 3 | 2 | 3 | -3 | O=C1CN(S(=O)(=O)c2ccc(Cl)cc2C(F)(F)F)CCN1
10 | -9 | 4 | -0.5 | 8 | -5 | 5 | 6 | -4 | O=C(Nc1ccc(N2CCN(C(=O)c3ccc(Cl)cc3)CC2)cc1)c1ccc2c(c1)OCCO2
5 | 0 | 0 | 0.0 | 0 | 7 | 0 | 3 | -1 | COc1cc(-c2nnc(SCC(=O)Nc3ccc4c(c3)OCCO4)o2)cc(OC)c1OC
21 | -3 | 8 | -0.6 | 13 | 9 | -7 | -1 | 6 | O=C(Nc1ccccc1Cl)C1C2CCCCC21 (stereo not drawn)
-8 | -1 | 2 | -0.2 | 10 | 5 | 0 | 1 | 1 | O=C(c1cnn(C(=O)c2ccccc2)c1)c1ccccc1O
4 | 5 | 7 | -0.8 | -1 | -2 | 2 | 2 | 1 | Cc1cc(=O)[nH]c(SCC(=O)Nc2ccc(N3CCCCC3)cc2)n1
-21 | -6 | -2 | 0.9 | 5 | 6 | -4 | 0 | 2 | CCOc1ccc(NC(=S)N/N=C(\C)Cc2ccc(OC)cc2)cc1

CRFR2-BP antag | M4 PAM | CHRM5 antagonist | CRFBP-R2 agonist | CHRM4 antagonist | CHRM1 PAM | M5 ag | M4 ag | CHRM5 PAM | canonical_smiles
-16 | -4 | -15 | 6.0 | -1 | -8 | -4 | -1 | -2 | CCN(CC)C(=O)c1sc(NC(=O)C(Sc2ccccc2)c2ccccc2)c(C(=O)OC(C)C)c1C (stereo not drawn)
7 | -11 | 17 | -1.3 | 8 | 4 | -6 | 1 | -5 | COc1ccccc1CNC(=O)COC(=O)C1CCN(c2ccc(C(F)(F)F)cn2)CC1
0 | -3 | 1 | 2.3 | 10 | -4 | 1 | 2 | -7 | CC1=C(C(=O)Nc2ccccn2)C(c2ccc(Br)cc2)n2ncnc2N1 (stereo not drawn)
-5 | 9 | 5 | -2.5 | -10 | 5 | 1 | 8 | -3 | CCN(CC)c1ccc(S(=O)(=O)N2CCOCC2)cc1NS(C)(=O)=O
23 | -9 | 4 | 0.4 | 1 | -2 | 2 | 9 | -7 | CC(c1ccco1)N(C(=O)Nc1ccc(Cl)cc1)c1ccccn1 (stereo not drawn)
-78 | 18 | 11 | 2.0 | -11 | -2 | -2 | 0 | -8 | COCCCNCC(=O)c1c(N)n(Cc2ccccc2)c(=O)n(C)c1=O
-11 | 0 | -8 | -0.2 | -5 | 4 | -1 | 1 | -1 | CCn1c(C)nc2cc(C(=O)NNS(=O)(=O)c3ccccc3F)ccc21
20 | 14 | 5 | -0.1 | 20 | 1 | 2 | 1 | -1 | CCOC(=O)C1CCN(C(=O)Cc2c(C(=O)O)[nH]c3ccccc23)CC1
1 | 4 | -7 | -1.3 | -16 | 3 | -1 | 2 | 1 | COCC(=O)N(C)c1nnc(-c2ccc([N+](=O)[O-])cc2)s1
1 | -15 | 7 | 1.6 | 13 | 1 | 4 | 16 | -10 | CCOc1cc(/C=N/NC(=O)c2cc(-c3ccccc3)nc3ccccc23)ccc1O
1 | 1 | 1 | 2.5 | -18 | 9 | 2 | 12 | -3 | CCSC1=C(C#N)C2(CCCCC2)C(C#N)=C(N)N1
-14 | -9 | 11 | -0.2 | 10 | -5 | 4 | 16 | -20 | CCN=C1SC(C(=O)Nc2ccc(Cl)c(Cl)c2)CC(=O)N1CC (stereo not drawn)
20 | 2 | 2 | -3.6 | -7 | 8 | 4 | 3 | -5 | Cc1cc(OC(C)C(=O)N(Cc2ccco2)C2CCS(=O)(=O)C2)ccc1Cl (stereo not drawn)
5 | -3 | 14 | 1.3 | 0 | 4 | -2 | 0 | -6 | N#Cc1c(-c2ccccc2Cl)c2c([nH]c1=O)-c1ccccc1OC2
-1 | -12 | 9 | -1.8 | -5 | -4 | 1 | 18 | -11 | O=C(CNCc1cccs1)Nc1ccc(OC(F)(F)F)cc1
-4 | -1 | -2 | -0.1 | -4 | 1 | -5 | 2 | -2 | Cc1noc(NS(=O)(=O)c2ccc(N/C=C\C(=O)c3cccs3)cc2)c1C
-16 | -10 | -1 | 4.6 | 4 | 0 | 1 | 1 | -3 | CCN(CC)CCNC(=O)c1cc2c(=O)n(C)c3ccccc3c2n1C

Bioassay records from PubChem BioAssay.
